# Source: PubChem (several laboratories)
# Bfl-1 Bim block = disrupts Bim binding to human Bfl-1 | inhibition, % at 10 µM | 0.12% of 190,000 active | Bead-based flow cytometry, Bim-Bfl-1 binding inhibition | AID 1008;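 note: 0% = wells without compound plus tracer and 100% = blocker peptide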
# RGS7-Gao reg = regulators of human RGS7-Galphao interaction; binding response (% of control), % at 10 µM; Multiplexed bead flow cytometry, RGS7-Galphao binding; actives lie on both sides; 0.35% of 220,000 active; in the data active = binding response below about 49% or above about 150%; inconclusive = no clear call, values can overlap the other calls; inactive = in between;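 note: fluorescent Galphao held in activated GDP-AlF4 state binding bead-coupled RGS7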
# Target sequence (P09471 whole entry, looked up): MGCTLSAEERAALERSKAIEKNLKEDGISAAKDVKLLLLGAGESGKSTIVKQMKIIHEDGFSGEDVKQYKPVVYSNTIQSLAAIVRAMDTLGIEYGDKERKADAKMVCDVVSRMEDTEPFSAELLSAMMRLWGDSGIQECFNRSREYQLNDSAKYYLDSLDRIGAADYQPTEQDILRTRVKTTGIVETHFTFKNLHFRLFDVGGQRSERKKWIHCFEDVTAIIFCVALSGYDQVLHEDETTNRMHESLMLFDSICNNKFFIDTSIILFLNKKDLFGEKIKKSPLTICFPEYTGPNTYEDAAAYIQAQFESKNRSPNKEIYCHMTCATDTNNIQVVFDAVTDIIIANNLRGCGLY
# Mcl1 Noxa PPI = disrupts binding of human Mcl-1 to Noxa peptide; Q07820; TR-FRET Mcl-1/Noxa peptide binding, 2 h; AID 1022; inhibition, % at 21.7 µM; 1.5% of 220,000 active;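 active = compounds that cut the protein-peptide binding signal by more than 50% relative to plate controls in a single-dose test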;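 note: His-tagged Mcl-1 with rhodamine Noxa BH3 peptide and terbium anti-His antibody; 0% = Mcl-1 plus Noxa peptide wells and 100% = peptide-only wells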
# Target sequence (Q07820 whole entry, looked up): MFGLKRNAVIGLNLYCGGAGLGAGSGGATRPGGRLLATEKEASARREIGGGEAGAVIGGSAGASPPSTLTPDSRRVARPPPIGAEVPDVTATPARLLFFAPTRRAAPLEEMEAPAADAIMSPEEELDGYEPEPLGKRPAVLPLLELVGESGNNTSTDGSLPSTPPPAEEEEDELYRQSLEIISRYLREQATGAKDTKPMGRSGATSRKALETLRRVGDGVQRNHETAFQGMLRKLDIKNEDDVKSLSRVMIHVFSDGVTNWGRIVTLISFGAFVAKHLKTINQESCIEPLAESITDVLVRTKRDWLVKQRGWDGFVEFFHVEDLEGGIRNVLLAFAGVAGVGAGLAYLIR
# Mcl1 Bid PPI = Mcl-1/Bid interaction inhibition; Q07820; TR-FRET Mcl-1/Bid-Dy647 peptide binding, 1536-well; inhibition, % at 21.7 µM; 0.97% of 220,000 active; AID 1021;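 active = compounds that cut the binding signal by more than half at the single screening dose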;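 note: His-tagged Mcl-1 with europium anti-His antibody binding Bid BH3 peptide; 0% = Mcl-1 plus peptide wells and 100% = peptide-only wells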
# Bim-Bcl-B = inhibitors of Bim-Bcl-B interaction, human. AID 951. Q9HD36. inhibition, % at 10 µM. bead-based flow cytometry, Bim peptide-Bcl-B binding. 0.073% of 190,000 active;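 note: 0% = tracer peptide without compound and 100% = reference inhibitor peptide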
# RGS4-Gao reg = modulates binding of RGS4 to human Galphao; P09471; Multiplexed bead flow cytometry; actives lie on both sides; binding response (% of control), % at 10 µM; 0.33% of 220,000 active; AID 1415; in the data active = binding response below about 49% or above about 150%; inactive = in between;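 note: fluorescent Galphao activated with aluminum fluoride binding bead-coupled RGS4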
# Bcl-2 Bim block = human Bim-Bcl-2 interaction inhibition; P10415; Bead-based flow cytometry, Bim peptide-Bcl-2 binding; inhibition, % at 10 µM; 0.06% of 190,000 active; AID 950; in the data active = inhibition above about 40%; inconclusive = no clear call, values can overlap the other calls;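 note: 0% = no compound wells with probe peptide and 100% = reference peptide inhibitor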
# Bim-Bcl-W = human Bim-Bcl-W interaction inhibition; 0.02% of 190,000 active; AID 952; bead-based flow cytometry, Bim peptide-Bcl-W binding; Q92843; inhibition, % at 10 µM;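 note: 0% = bound tracer without compound and 100% = peptide blocker; higher means less fluorescent Bim peptide bound to Bcl-W beads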
# Target sequence (Q92843 whole entry, looked up): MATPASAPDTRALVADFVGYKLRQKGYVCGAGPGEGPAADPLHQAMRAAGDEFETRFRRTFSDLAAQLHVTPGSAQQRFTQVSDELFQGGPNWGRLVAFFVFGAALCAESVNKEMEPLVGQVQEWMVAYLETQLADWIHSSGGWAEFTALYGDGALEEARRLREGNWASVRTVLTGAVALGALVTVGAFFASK
# Bim-Bcl-XL = human Bim-Bcl-XL interaction inhibition | Q07817 | Bim peptide-Bcl-XL binding, bead flow cytometry, fluorescence | inhibition, % at 10 µM | 0.04% of 190,000 active | AID 1007
# RGS8-Gao = human RGS8-Galphao interaction regulation; 0.34% of 220,000 active; multiplexed bead flow cytometry, RGS8-Galphao binding; actives lie on both sides; response (percent of control binding), % at 10 µM; AID 1423; P09471; in the data active = response below about 60% or above about 140%; inactive = in between;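 note: Galphao activated as the GDP aluminium fluoride complex binding bead-coupled RGS8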
# Mcl-1 Bim block = inhibitors of Bim-Mcl-1 interaction, human | AID 1009 | 0.1% of 190,000 active | Bead-based flow cytometry, Bim peptide-Mcl-1 binding | inhibition, % at 10 µM | Q07820;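 note: 0% = no compound tracer wells and 100% = peptide blocker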
# * hit, by the source's call; ? = inconclusive; . = not tested or not shown. Cut-off read from the data, not from the text of the source, unless noted: active = inhibition above about 40%.
SMILES,Bfl-1 Bim block,RGS7-Gao reg,Mcl1 Noxa PPI,Mcl1 Bid PPI,Bim-Bcl-B,RGS4-Gao reg,Bcl-2 Bim block,Bim-Bcl-W,Bim-Bcl-XL,RGS8-Gao,Mcl-1 Bim block
CCOC(=O)CSC1=C(C#N)C(c2ccccc2OC)CC(=O)N1 (centres undefined),-1.0,100.0,39.6,6.3,-1.0,99.2,-3.0,0.0,0.0,102.5,0.0
CCOC(=O)c1sc(=NC(=O)/C=C/c2cccs2)n(C)c1C,-1.0,97.6,-1.0,-7.0,4.0,101.5,-3.0,1.0,1.0,101.2,3.0
CCOCCCN1CC(C(=O)NCCc2ccc(C)cc2)CC1=O (centres undefined),-5.0,97.7,.,.,-1.0,98.3,0.0,1.0,-1.0,101.2,4.0
O=C(Cn1cc[n+](CC(=O)c2ccc(Cl)cc2Cl)c1)c1ccc(Cl)cc1Cl,.,?,-1.2,-1.3,.,107.3,.,.,.,108.5,.
C=C(C)CC1N(c2cccc(OC)c2)C(=O)[C@@H]2C(C(=O)O)[C@H]3C=C[C@@]12O3 (some centres undefined),-12.0,98.0,-4.8,-8.2,-2.0,96.7,-7.0,3.0,-5.0,97.1,2.0
CN(C)/C=C1\Cc2ccccc2C1=O,.,?,4.0,-18.0,.,96.5,.,.,.,100.0,.
CCCC[n+]1ccn(-c2nc3ccccc3nc2[N-]S(=O)(=O)c2ccc(C)cc2)c1,-8.0,103.3,15.8,-12.8,-7.0,104.4,-5.0,2.0,-2.0,103.7,0.0
Cc1ccc2c(c1)nnn2C1CCN(CC(=O)Nc2ccccc2N2CCOCC2)CC1,0.0,99.4,-3.9,-23.0,-2.0,100.3,1.0,-1.0,-1.0,98.1,0.0
O=c1nc2ccccc2c2n1CC(CN1CCN(C(c3ccccc3)c3ccccc3)CC1)N2 (centres undefined),-6.0,95.8,29.0,-6.8,-5.0,96.0,-3.0,-2.0,-4.0,99.3,0.0
Cc1nn(S(=O)(=O)c2cccs2)c(C)c1Sc1ccccc1,0.0,97.1,12.7,5.9,0.0,102.9,-5.0,-4.0,-1.0,103.6,-1.0
CN1CCN(c2oc(-c3cccs3)nc2S(=O)(=O)c2ccccc2)CC1,-8.0,106.2,-3.4,-15.8,-3.0,105.0,-4.0,-6.0,-6.0,119.9,-5.0
CCCCn1c(NCCO)nc2ccccc21,-4.0,99.5,8.2,-15.1,-6.0,99.3,-2.0,-8.0,-7.0,99.3,-1.0
CCCCn1c(SCC(=O)Nc2nnc(CC)s2)nc2c1c(=O)n(C)c(=O)n2C,2.0,97.0,-5.0,-1.9,0.0,94.1,0.0,0.0,-1.0,95.2,-1.0
Cc1ccc(C(=O)OCc2cc3ccccc3[nH]c2=O)cc1,-2.0,101.5,-22.8,-1.0,0.0,101.8,1.0,-1.0,-1.0,105.0,3.0
O=C(CC1(O)C(=O)N(Cc2ccccc2Cl)c2ccccc21)c1ccco1 (centres undefined),0.0,96.9,-8.4,-4.9,-1.0,99.8,0.0,-2.0,-2.0,98.2,-1.0
CN(C)c1ccc(C(c2ccc(N(C)C)cc2)c2ccc([N+](=O)[O-])cc2)cc1,.,?,15.4,-45.6,.,95.9,.,.,.,100.3,.
C=CCN1C(=O)/C(=C/c2cccs2)S/C1=N\S(=O)(=O)c1ccc(F)cc1,-11.0,102.4,8.6,-29.4,-13.0,102.8,-6.0,-9.0,-10.0,101.8,-6.0
CCCNC(=O)c1ccc2nc(-c3ccccc3)c(-c3ccccc3)nc2c1,-9.0,97.2,21.5,-1.1,-3.0,97.7,-8.0,0.0,-8.0,100.7,-2.0
Cc1cccc2cc(C#N)c(SCC(=O)NCC3CCCO3)nc12 (centres undefined),1.0,98.3,15.8,0.3,0.0,97.9,2.0,-2.0,-1.0,95.4,0.0
CN1CCN(C(=O)c2cnn(-c3ccccc3)c2NC(=O)c2ccccc2)CC1,-8.0,97.4,17.4,-34.2,-4.0,102.8,-3.0,-3.0,-4.0,104.4,-2.0
OCCN(Cc1ccccc1)Cc1ccccc1F,-13.0,105.3,5.4,-23.5,-6.0,98.7,-7.0,1.0,-6.0,100.9,-3.0
COc1cccc(NS(=O)(=O)Cc2ccccc2)c1,1.0,101.2,-11.2,-19.3,1.0,100.4,-1.0,0.0,-1.0,97.7,0.0
CC(C)(CO)Nc1nc(Nc2ccccc2)nc(Nc2ccccc2)n1,1.0,102.3,25.4,10.9,-3.0,101.2,2.0,0.0,-3.0,103.2,0.0
NNC(=O)c1ccc(O)cc1O,2.0,99.5,25.4,-53.3,-3.0,98.1,4.0,0.0,0.0,93.7,0.0
Cn1nc(-c2ccc(Cl)cc2)cc1NC(=O)CSCC(=O)O,.,?,1.0,-15.3,.,98.3,.,.,.,100.9,.

# 2 consecutive compounds out of the list so far, quoted:
SMILES,Bfl-1 Bim block,RGS7-Gao reg,Mcl1 Noxa PPI,Mcl1 Bid PPI,Bim-Bcl-B,RGS4-Gao reg,Bcl-2 Bim block,Bim-Bcl-W,Bim-Bcl-XL,RGS8-Gao,Mcl-1 Bim block
Cc1nn(S(=O)(=O)c2cccs2)c(C)c1Sc1ccccc1,0.0,97.1,12.7,5.9,0.0,102.9,-5.0,-4.0,-1.0,103.6,-1.0
CN1CCN(c2oc(-c3cccs3)nc2S(=O)(=O)c2ccccc2)CC1,-8.0,106.2,-3.4,-15.8,-3.0,105.0,-4.0,-6.0,-6.0,119.9,-5.0

# (more compounds)
SMILES,Bfl-1 Bim block,RGS7-Gao reg,Mcl1 Noxa PPI,Mcl1 Bid PPI,Bim-Bcl-B,RGS4-Gao reg,Bcl-2 Bim block,Bim-Bcl-W,Bim-Bcl-XL,RGS8-Gao,Mcl-1 Bim block
CC(C)c1ccc(C(=O)NC2=NCCS2)cc1,-2.0,96.3,-4.6,-0.8,-7.0,97.4,-1.0,-5.0,-12.0,103.7,-7.0
CCCCN(C)CCCNC(=O)Cn1c(=O)sc2ccccc21,-1.0,101.4,2.5,-21.7,-2.0,100.1,-2.0,0.0,-3.0,101.0,2.0
O=C(CSc1nnc2n(C3CCCCC3)c(=O)c3ccccc3n12)OC1CCCCC1,-2.0,96.7,8.8,-15.5,-4.0,100.3,-9.0,-1.0,-3.0,101.5,-3.0
COC(=O)c1cccc(S(=O)(=O)N2CCCCC2)c1,-6.0,96.0,-0.1,-19.3,-6.0,97.2,-9.0,-2.0,-2.0,98.1,-3.0
Cc1ccc(S(=O)(=O)N(C)CC(=O)OCC(=O)N2CCN(c3ccccc3)CC2)cc1,-5.0,100.7,9.6,-48.5,-7.0,102.3,-5.0,-1.0,-6.0,98.0,-5.0
Cn1c(=O)[nH]c(=O)c2c1nc(N1CCCC1)n2CCCSc1nnnn1-c1ccccc1,-16.0,100.0,4.1,-28.6,-2.0,102.5,-4.0,-1.0,-1.0,103.6,1.0
COc1ccc(NC(=O)CSc2nccn2-c2ccccc2)c(OC)c1,-8.0,96.3,11.7,-14.4,-9.0,101.3,-10.0,0.0,4.0,102.9,0.0
CCOC(=O)N1CCN(C(=O)C2CCN(S(=O)(=O)c3ccc(F)cc3)CC2)CC1,-6.0,?,1.4,-10.9,-9.0,97.1,-4.0,0.0,-1.0,98.7,-1.0
O=C(NCc1nnc(SC/C=C/c2ccccc2)o1)c1ccco1,-10.0,100.7,1.3,-42.9,-5.0,101.5,-7.0,1.0,-1.0,102.8,-1.0
CC12CN3CC(C)(CN(C1)C3c1ccccc1)C2O (centres undefined),-3.0,101.2,8.7,2.6,-2.0,101.2,-2.0,0.0,-2.0,101.8,-2.0
COC(=O)c1ccc(NC(=O)c2cn(-c3cccc(C)n3)cn2)cc1,-2.0,99.1,-16.3,-7.3,-6.0,101.2,-4.0,-1.0,-5.0,100.3,-2.0
COc1ccc(S(=O)(=O)Nc2cc(Cl)ccc2OC)cc1,-15.0,100.2,3.1,-8.1,-8.0,98.2,-7.0,-6.0,-8.0,99.5,-3.0
COc1ccc2nc(/N=C(\N)NC(=O)N3c4ccccc4Sc4ccccc43)nc(C)c2c1,0.0,95.5,-12.3,-33.9,-2.0,98.4,-3.0,-3.0,-1.0,103.0,-3.0
COc1ccccc1NS(=O)(=O)c1ccc(C(=O)OCC(=O)NCc2ccco2)cc1,3.0,96.8,54.9*,-22.7,3.0,91.4,-3.0,-1.0,-1.0,100.6,0.0
Cc1oc2ccc(OCc3ccccc3F)cc2c1C(=O)O,1.0,93.3,0.3,5.0,3.0,91.2,3.0,1.0,3.0,77.8,2.0
CCCn1cnc2cc(NCc3cccc(OC)c3O)ccc21,-8.0,100.5,-2.6,-48.0,-6.0,101.1,-7.0,0.0,-5.0,102.5,0.0
C=CCON/C(CCC)=C1\C(=O)CC(C)(C)CC1=NC,.,?,13.3,14.9,.,101.9,.,.,.,101.0,.
CCN(C(=O)Nc1ccccc1OC)c1c(N)n(Cc2ccccc2)c(=O)[nH]c1=O,0.0,104.2,18.9,-17.7,0.0,100.3,0.0,-1.0,-2.0,101.6,-2.0
Cc1cc(F)ccc1NC(=O)C1CCCO1 (centres undefined),-7.0,?,-9.5,-23.6,-9.0,105.3,-6.0,-2.0,-6.0,101.3,-4.0
Nc1c(-c2ccccc2)cnc2ncnn12,-8.0,98.5,20.5,-12.5,-4.0,98.7,-3.0,0.0,4.0,99.5,-2.0
OC(CNCc1ccc2c(c1)OCO2)COc1ccccc1 (centres undefined),.,?,13.0,-21.8,.,93.4,.,.,.,100.0,.
N#Cc1cc(NC2CCCC2)c([N+](=O)[O-])cc1C#N,-16.0,98.4,12.5,-19.1,-9.0,96.5,-10.0,-4.0,-9.0,100.8,-5.0
O=C(COC(=O)c1c2c(nc3ccccc13)CCCC2)Nc1ccc2c(c1)OCO2,-4.0,92.3,9.7,6.5,0.0,96.7,-3.0,5.0,0.0,100.3,3.0
Cn1cc(C(=O)c2ccccc2)cc1-c1nc2ccccc2n1C,2.0,92.8,4.4,-9.2,0.0,95.1,-2.0,-1.0,0.0,97.1,0.0
COc1ccc(C(C(=O)NC2CCCC2)N(Cc2cccs2)C(=O)c2ccn[nH]2)cc1OC (centres undefined),37.0,101.0,9.6,-17.9,-29.0,102.5,17.0,23.0,31.0,102.1,37.0
COc1cccc(/C(C)=N/NS(=O)(=O)c2ccc(Cl)cc2)c1,-3.0,101.2,19.0,-12.2,-4.0,105.3,-2.0,0.0,-5.0,102.2,-2.0
CCN(CC(=O)N1CCN(C)CC1)S(=O)(=O)c1ccc(Cl)cc1,-17.0,96.7,13.5,6.6,-11.0,99.0,-16.0,-3.0,-8.0,101.7,-5.0
O=C1c2cc(S(=O)(=O)NCCCO)ccc2-c2ccc(S(=O)(=O)NCCCO)cc21,-6.0,102.9,22.5,-19.4,-6.0,105.4,-6.0,-3.0,10.0,107.3,-2.0
O=C(C1CCCN1S(=O)(=O)c1cccc2cccnc12)N1CCN(c2ccccc2)CC1 (centres undefined),-7.0,91.2,-2.2,-28.1,-6.0,92.7,-7.0,0.0,-7.0,99.4,-2.0
COc1ccccc1NC(=O)COC(=O)c1ccc([N+](=O)[O-])s1,-5.0,107.7,1.0,-1.2,-3.0,100.8,0.0,-3.0,-2.0,102.9,-2.0

# A few values from the entries so far.
# N#Cc1cc(NC2CCCC2)c([N+](=O)[O-])cc1C#N in Bcl-2 Bim block is entered as -10.0
# Nc1c(-c2ccccc2)cnc2ncnn12 in RGS7-Gao reg is entered as 98.5
# Cc1oc2ccc(OCc3ccccc3F)cc2c1C(=O)O in Bim-Bcl-W is entered as 1.0
# O=C1c2cc(S(=O)(=O)NCCCO)ccc2-c2ccc(S(=O)(=O)NCCCO)cc21 in RGS4-Gao reg is entered as 105.4
